Compound activity deposited in PubChem by Broad Institute.
esBAF inh = inhibitors of esBAF chromatin remodeling in mouse ES cells | AID 602393 | reporter increase, % at 12.5 µM | 350,000 tested, 2% active | Bmi1-luciferase knock-in reporter, 24 h; 100% = twice the neutral-well signal; in the data active = activation above about 40%;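 note: 0% = median of the plate's neutral control wells and 100% = double that signal; a rise in the Bmi1 reporter signal indicates esBAF inhibition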
Xi reactivation = activators of X-chromosome reactivation in mouse fibroblasts; XiGFP mouse fibroblasts, % GFP-positive cells imaging, 3 d; cells co-treated with 5-aza-dC sensitizer; scaled so ellipticine positive control = 100%; activation, % at 7.58 µM; 360,000 tested, 0.055% active; AID 743238;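 active = mean normalized replicate activation at least 10% and every replicate at or above 10%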;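 note: 0% = median of on-plate neutral control wells and 100% = ellipticine 6 µM median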
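material = 68-5-11 XiGFP fibroblast line | medium = DMEM plus 5-aza-dC sensitizer | schedule = 3 days compound exposure | benchmarks = positive control ellipticine, 6 µM final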
EWS-Fli block = inhibitors of EWS/Fli oncoprotein transcriptional activity; A673 NR0B1-luciferase reporter, viability-normalised; inhibition, % at 12.6 µM; 350,000 tested, 0.67% active;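 active = mean inhibition of at least 50% after viability correction, with every replicate also passing that limit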;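 note: firefly luciferase signal divided by Alamar Blue viability fluorescence both relative to DMSO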
RAD54 branch = blocks human RAD54 Holliday junction branch migration. FAM/BHQ fluorescence. AID 602329. Q92698. 360,000 tested, 0.14% active. inhibition, % at 10.4 µM;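 active = mean normalized replicate activity at least 40 and at least half of replicates scoring 40 or more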;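 note: 0% = median of neutral control wells and 100% = median of positive control wells; inhibitors cause a drop in the FAM fluorescence signal; in these data hits start at about 50%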
Target sequence (Q92698 whole entry, looked up): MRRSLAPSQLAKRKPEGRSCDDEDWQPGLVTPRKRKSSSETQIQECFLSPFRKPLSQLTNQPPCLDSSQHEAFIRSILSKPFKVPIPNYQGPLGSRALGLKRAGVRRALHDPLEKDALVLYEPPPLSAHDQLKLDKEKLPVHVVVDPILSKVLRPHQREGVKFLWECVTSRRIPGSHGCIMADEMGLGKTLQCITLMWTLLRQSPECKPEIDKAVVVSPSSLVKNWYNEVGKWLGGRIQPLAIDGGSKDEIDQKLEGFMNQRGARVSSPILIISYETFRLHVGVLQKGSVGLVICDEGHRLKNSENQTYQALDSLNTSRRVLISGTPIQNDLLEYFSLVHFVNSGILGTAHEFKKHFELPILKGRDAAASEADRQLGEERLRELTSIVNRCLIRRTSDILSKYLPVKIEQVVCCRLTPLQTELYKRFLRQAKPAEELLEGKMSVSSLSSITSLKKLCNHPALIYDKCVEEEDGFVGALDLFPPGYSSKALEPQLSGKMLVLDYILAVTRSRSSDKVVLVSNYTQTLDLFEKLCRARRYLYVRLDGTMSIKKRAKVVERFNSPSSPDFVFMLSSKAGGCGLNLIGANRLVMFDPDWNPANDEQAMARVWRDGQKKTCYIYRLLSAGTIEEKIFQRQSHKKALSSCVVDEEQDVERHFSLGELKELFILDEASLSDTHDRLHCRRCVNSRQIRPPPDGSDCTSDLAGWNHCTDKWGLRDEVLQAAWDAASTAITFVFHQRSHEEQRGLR
E-sel inducer = induces E-selectin expression in human endothelial cells | 260,000 tested, 0.37% active | AID 686992 | activation, % at 7.58 µM | P16581 | HUVEC E-selectin immunofluorescence imaging; normalized: neutral wells 0, TNF-alpha wells 100;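 active = mean E-selectin-positive cell signal at least 10% of the positive control, reached in at least 60% of replicates, without over 20% cell loss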;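 note: in these data hits start at about 27%; measured in HUVEC primary endothelial cells; signal is the percent of cells scored E-selectin positive by PE staining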
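Assay system: HUVEC primary endothelial cells. Input: 3,000 HUVEC seeded per well. Doses: one compound dose added by pin transfer. Read-out basis: % PE-positive cells. Benchmarks: TNF-alpha high, DMSO low. Detection: immunofluorescence imaging. Buffer or medium: EGM-2, gelatin.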
FN deposition inh = fibronectin deposition inhibition; AH1F fibroblasts, Alexa488-fibronectin deposition fluorescence, overnight; inhibition, % at 12.6 µM; 350,000 tested, 0.086% active; AID 743247;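 active = mean inhibition across replicates of 30% or more, regardless of how many single replicates reach that level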;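 note: positive control wells lacked labelled fibronectin entirely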
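material = AH1F fibroblast monolayer depositing Alexa488-labelled fibronectin into matrix | amount = 10000 AH1F cells/well | buffer or medium = DMEM plus 2% serum, read in PBS | incubation = 1 h cell adhesion before compound, then overnight fibronectin incubation | detection = fluorescence at 485 nm excitation, 525 nm emission | evaluation = percent inhibition as loss of matrix-bound fibronectin fluorescence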
RAD52 inh = inhibitors of human RAD52 DNA annealing; P43351; recombinant RAD52 DNA annealing, FRET fluorescence; inhibition, % at 18.7 µM; 360,000 tested, 0.46% active; AID 651710;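 active = every replicate showing at least 50% inhibition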
S100A4 MyoIIA = blocks human S100A4 binding to myosin IIA peptide. S100A4/TAMRA-MyoIIA peptide fluorescence polarization. P26447. 360,000 tested, 0.14% active. inhibition, % at 10.7 µM;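 active = mean inhibition of at least 70% across replicates, with every replicate also reaching that level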
Target sequence (P26447 whole entry, looked up): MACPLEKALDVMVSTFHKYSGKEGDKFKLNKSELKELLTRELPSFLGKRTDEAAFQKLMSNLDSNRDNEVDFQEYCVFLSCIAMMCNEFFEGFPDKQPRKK
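incubation = readout 5 min after mixing, signal stable up to 60 min | system = S100A4 monomer protein | buffer or medium = HEPES pH 7.2 with CaCl2, KCl, NaCl, DTT, Triton | benchmarks = neutral control DMSO, positive control TFP | also added = fluorescent myosin IIA peptide, 5 nM | compound dosing = one concentration per compound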
* = called active by the depositor; / = not tested or not shown.

SMILES,RAD54 branch,EWS-Fli block,RAD52 inh,E-sel inducer,S100A4 MyoIIA,FN deposition inh,Xi reactivation,esBAF inh
CCOC(=O)[C@H]1[C@H]2COc3cc(OC)ccc3[C@@H]2N2C(=O)CN(CCc3c[nH]c4ccccc34)C(=O)[C@@]12C,-15,10,-4,0.1,-57,4,-0.3,-9
Nc1nc(SCc2ccccc2)c2ncn(CCO)c2n1,-2,-11,-5,/,6,4,0.2,-1
O=C(Nc1ccccc1F)N1CCCCN2[C@H](CO)[C@H](c3ccc(C4=CCCC4)cc3)[C@@H]2C1,-2,-3,-13,-0.1,2,/,4.4,1
CC(C)(C)c1ccc(C(=O)Nc2ccc(N3CCOCC3)cc2)cc1,-3,-6,-14,/,0,/,/,-2
Cc1cccn2c(=O)c3cc(S(=O)(=O)c4ccc(Br)cc4)c(=N)n(C4CCCC4)c3nc12,-9,-2,-21,/,-2,3,-0.1,-6
COC(=O)c1nnn(-c2nonc2N)c1CSc1nnc(N)s1,/,4,0,-0.2,-4,5,0.2,5
CCCCCC(=O)Nc1nc(C)c(-c2csc(Nc3ccccc3OC)n2)s1,-6,-8,-21,0.1,-2,1,0.0,-7
COc1cc(Cl)c(C)cc1NC(=O)c1ccccc1NC(=O)CN1CCN(c2ccccn2)CC1,-1,8,-16,/,-3,-5,0.0,-7
CCC1ON(C(C)C)C2c3nc4ccccc4n3CC12 (stereo unspecified),-3,-1,14,1.2,-2,11,0.0,7
O=C(Cc1ccncc1)NCC[C@@H]1CC[C@@H](NC(=O)Nc2ccc(F)cc2)[C@@H](CO)O1,-3,3,-30,-0.2,-7,/,-0.2,-3
Cc1c(NC(=O)CC(O)(C(F)(F)F)C(F)(F)F)c(=O)n(-c2ccccc2)n1C,-10,/,-2,/,-1,4,/,-8
O=C(Nc1ccccc1)N1CCN(S(=O)(=O)c2ccccc2)CC1,/,2,-11,9.2,5,7,0.0,/
N#Cc1nc(-c2ccco2)oc1N1CCC(C(N)=O)CC1,-18,/,-11,/,0,/,/,-1
COc1ccc2c(c1)[C@H]1[C@H](CO2)[C@H](c2ccccc2)[C@]2(C)C(=O)Nc3cc(F)ccc3C(=O)N12,0,10,11,0.2,0,5,0.0,-8
CCCCCCCC(=O)NNC(=O)c1c(O)c2ccccc2n(CCC)c1=O,3,2,-19,0.1,3,4,0.0,0
COCC(=O)N1[C@@H](C#N)[C@@H](c2ccccc2-c2ccc(C)cc2)[C@@H]1CO,/,1,9,0.2,4,-14,0.0,/
CC(Sc1nnc(C2CC2)n1C1CC1)C(=O)c1ccc(Br)cc1 (stereo unspecified),0,-8,-4,0.6,-1,/,0.1,1
COc1ccc(OC)c(CN2CCC(N3CCC(C(=O)NC4CC4)CC3)CC2)c1,-20,/,-51,-0.4,-4,/,0.0,-6
Cc1cc(C)cc(NC(=S)NCCSc2ccc(Cl)cc2)c1,/,1,-1,/,-4,-19,0.1,/
O=C(Cc1ccccc1)N[C@@H]1C=C[C@@H](CC(=O)N2CCOCC2)O[C@@H]1CO,-1,7,8,0.0,5,-3,-0.2,-2
O=S(=O)(c1cccc(-c2csc(N/N=C/c3ccco3)n2)c1)N1CCOCC1,3,19,1,/,1,-2,-0.1,/
C[C@@H]1CN([C@@H](C)CO)C(=O)Cc2cc(NC(=O)NC3CCCCC3)ccc2O[C@H]1CN(C)Cc1ccc(-c2ccccc2)cc1,6,17,39,1.2,-11,/,-0.5,-7
CCc1ccccc1NC(=O)Cn1ccn(-c2ccc(OC)cc2)c(=O)c1=O,-7,/,-2,-1.2,-2,-4,-0.1,-4
COc1cccc(/C(N)=N/OC(=O)Cc2ccccc2[N+](=O)[O-])c1,-3,-38,-7,11,-1,-8,0.0,/
Clc1cccc(NCc2cn3cccnc3n2)c1,2,-23,-10,/,-6,8,0.2,20

Of the compounds above, three have a Cl atom.
SMILES,RAD54 branch,EWS-Fli block,RAD52 inh,E-sel inducer,S100A4 MyoIIA,FN deposition inh,Xi reactivation,esBAF inh
COc1cc(Cl)c(C)cc1NC(=O)c1ccccc1NC(=O)CN1CCN(c2ccccn2)CC1,-1,8,-16,/,-3,-5,0.0,-7
Cc1cc(C)cc(NC(=S)NCCSc2ccc(Cl)cc2)c1,/,1,-1,/,-4,-19,0.1,/
Clc1cccc(NCc2cn3cccnc3n2)c1,2,-23,-10,/,-6,8,0.2,20

(more compounds)
SMILES,RAD54 branch,EWS-Fli block,RAD52 inh,E-sel inducer,S100A4 MyoIIA,FN deposition inh,Xi reactivation,esBAF inh
CC(C)(C)C(c1nc2ccccc2[nH]1)n1c(-c2cccc(S(C)(=O)=O)c2)nc2ccccc21 (stereo unspecified),/,-105,-23,0.3,-1,-1,0.0,/
Cc1c(Cl)cccc1NC(=S)N1CCN(c2ccccn2)CC1,/,-5,-4,/,0,-16,0.3,/
COc1ccc(CNC(=O)CCC(=O)Nc2cccnc2)cc1,0,10,-15,0.7,-4,7,0.0,-3
CCc1noc(C)c1C(=O)N(C)CC(=O)Nc1ccccc1C(F)(F)F,-12,-6,-5,0.3,-1,1,0.0,/
CC(C)(C)c1ccc(C(=O)c2cn[nH]c2-c2ccccc2O)cc1,-5,-87,-14,0.0,-7,2,0.2,63*
CN(C(=O)COC(=O)CNC(=O)C12CC3CC(CC(C3)C1)C2)c1ccccc1,2,-3,2,-3.9,-1,-1,0.2,-9
COc1ccc(NS(=O)(=O)c2ccc(N)c(C(=O)O)c2)cc1,-4,/,-12,/,-4,/,/,0
CN(C)S(=O)(=O)c1cccc(NC(=S)NC23CC4CC(CC(C4)C2)C3)c1,-16,1,7,/,-2,8,0.0,-4
O=C(/C=C(\Nc1ccc(F)cc1)c1ccccc1)c1ccccc1,/,-125,-54,0.2,0,-1,0.2,/
CCCNC(=O)N1[C@H](CO)[C@@H](c2ccc(-c3cccnc3)cc2)[C@@H]1C#N,6,4,-22,-0.5,5,-3,0.1,-3
O=C(C[C@H]1CC[C@@H]2[C@H](COC[C@@H](O)CN2Cc2cc(F)cc(F)c2)O1)NC1CCCC1,7,2,12,-0.1,14,-3,0.2,1
COc1cc(CC(=O)N2CCN(S(=O)(=O)c3ccc(C)cc3)CC2)cc(OC)c1OC,10,-3,-14,-1.3,-9,-8,0.0,1
O=C(N[C@@H]1CC[C@@H](CCn2cc(C3CC3)nn2)O[C@H]1CO)c1cccnc1,2,-2,-16,-0.3,-26,-4,0.1,-3
CN(CCCC(=O)N1CCN(c2ncccn2)CC1)S(=O)(=O)c1ccc(F)cc1,-8,-5,5,/,-3,-10,-0.1,4
O=C(c1ccccn1)N1C[C@@H]2[C@H](c3ccccc31)[C@@H](CO)N2C(=O)C1CC1,-12,-7,-25,0.2,5,0,0.1,-1
Cc1ccc(-n2nnnc2SCC(=O)N(CC(C)C)c2c(N)n(CC(C)C)c(=O)[nH]c2=O)cc1,/,5,-23,-0.2,4,/,0.0,/
CN(C)S(=O)(=O)c1ccc(N2CCCC2)c(C(=O)Nc2ccccc2OC(F)F)c1,3,5,3,0.1,3,5,0.1,-8
CCOc1ccc(N2CC(C(=O)Nc3cccc(C(=O)NC4CC4)c3)CC2=O)cc1 (stereo unspecified),-7,-2,-13,0.0,-4,-2,0.4,2
CCOc1ccc(NC(=O)CCCN2C(=S)NC(C)(C)CC2C)cc1 (stereo unspecified),-1,/,/,-0.8,/,3,-0.1,/
Cc1cccc2cc(CN(Cc3ccco3)C(=O)Nc3cccc(C#N)c3)c(Cl)nc12,11,7,4,/,-3,/,/,6
COC(=O)[C@]12CCCCC=C1N(Cc1ccc(Cl)cc1Cl)C(=O)[C@H](CC(=O)NCc1cccs1)C2,/,-5,-9,0.2,-2,-10,0.1,/
C=CC#CC[N+]1(CC#Cc2ccccc2)CCOCC1,/,-15,74*,/,4,-18,0.0,-4
CCn1c(SCC(=O)N/N=C/C(C)=C\c2ccco2)nnc1-c1ccccc1,-3,-4,-22,/,-1,/,0.3,/
Cc1noc(C)c1S(=O)(=O)Nc1ccc2c(c1)CC(=O)N([C@H](C)CO)C[C@H](C)[C@H](CN(C)S(=O)(=O)c1cccs1)O2,4,0,-9,0.0,-8,-3,-1.5,-10
CO[C@H]1CN(C)C(=O)c2cc(NS(=O)(=O)c3ccccc3)ccc2OC[C@@H](C)N(Cc2cccnc2)C[C@@H]1C,-1,-6,13,-0.2,1,8,-0.5,0

Arranged by the number under esBAF inh (highest first): 4 of the compounds above.
molecule | RAD52 inh | S100A4 MyoIIA | esBAF inh
Clc1cccc(NCc2cn3cccnc3n2)c1 | -10 | -6 | 20
COc1ccc(NS(=O)(=O)c2ccc(N)c(C(=O)O)c2)cc1 | -12 | -4 | 0
CCCNC(=O)N1[C@H](CO)[C@@H](c2ccc(-c3cccnc3)cc2)[C@@H]1C#N | -22 | 5 | -3
CN(C)S(=O)(=O)c1ccc(N2CCCC2)c(C(=O)Nc2ccccc2OC(F)F)c1 | 3 | 3 | -8

Next part:
SMILES,RAD54 branch,EWS-Fli block,RAD52 inh,E-sel inducer,S100A4 MyoIIA,FN deposition inh,Xi reactivation,esBAF inh
CCN(CC)C(=O)c1cccc(NC(=O)c2cc(-c3ccccn3)nc3ccccc23)c1,2,-5,0,/,-4,6,-0.1,12
CN(Cc1cnn(-c2ccc(F)cc2)c1)Cc1nc(Cc2ccccc2)no1,-7,-8,-6,8.0,0,-11,0.1,1
C[C@@H]1CC[C@H](O)/C=C/C(=O)O[C@H](C)CC[C@H](O)/C=C/C(=O)O1,-9,5,-23,/,-1,/,/,8
COc1ccc(N2C(=O)[C@@H]3Cc4ccccc4CN3C2=O)cc1,5,/,/,/,-7,-5,/,1
CCc1noc(C)c1C(=O)Nc1nc2ccc(F)cc2s1,-10,-79,-23,-0.2,-2,-2,0.1,/
Cc1noc(C)c1NC(=O)N(C)C[C@@H]1Oc2c(NS(=O)(=O)c3ccc(F)cc3)cccc2C(=O)N([C@H](C)CO)C[C@H]1C,-15,-6,-1,0.1,6,/,0.1,-4
CCC1(C)Cc2ccccc2-c2nc3n(c(=O)c21)CCS3 (stereo unspecified),/,0,-8,/,-2,-2,0.2,/
N#C[C@H]1[C@@H](c2ccccc2-c2ccccc2)[C@H](CO)N1C(=O)NC1CCCCC1,/,5,-8,0.2,-6,1,0.1,/
COCCN(Cc1cc2ccc(C)cc2[nH]c1=O)S(=O)(=O)c1ccccc1,1,-9,-5,-0.1,0,-8,0.0,-2
Cc1cccc(C)c1NC(=O)CNC(=O)C1COc2ccccc2O1 (stereo unspecified),8,0,-15,0.0,2,5,0.2,7
CCc1ccc(OCC(=O)Nc2cc(S(=O)(=O)CC)ccc2O)cc1,-1,5,-7,/,-10,/,/,1

Rows are unselected (roughly 3% active in at least one column).
